CHOP UPR activ – activators of apoptotic arm of unfolded protein response (CHOP). 330,000 tested, 0.34% active. CHO-CHOP luciferase reporter, UPR activation, luminescence; percent of tunicamycin response over DMSO baseline. activation, % at 10 µM;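 active = at 10 µM dose, activation of 40% or more, normalized to positive control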;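 note: 100% = tunicamycin at 10 µg/mL and 0% = DMSO alone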
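System: CHO-CHOP luciferase reporter cell line; amount: 500 cells/well; buffer or medium: F12 medium containing 10% fetal bovine serum; incubation: 6 h compound exposure at 37 °C after overnight seeding; measured by: luciferase luminescence after 10 min with Steady-Glo reagent; evaluation: % reporter activation, DMSO baseline versus tunicamycin full activation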
TIM10 inh – TIM10 yeast growth inhibition | S. cerevisiae TIM10 strain growth, BacTiter-Glo luminescence, 24 h | inhibition, % at 10 µM | 330,000 tested, 1.4% active | AID 463195;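 active = inhibition of 40% or more at the single tested concentration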;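 note: wild-type TIM10 isogenic control strain grown at permissive 25 °C; 0% = DMSO yeast wells and 100% = minimal medium wells without yeast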
Mdm2-MdmX inh – disrupts the human Mdm2-MdmX interaction; SaOS-2 split-luciferase Mdm2/MdmX complementation, luminescence; inhibition, % at 8 µM; 330,000 tested, 3% active;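 active = inhibition of at least 50% at 8 µM in the primary screen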
APJ agonist – agonists of human APJ apelin receptor; P35414; CHO-K1 APJ PathHunter beta-arrestin, luminescence; 0% DMSO wells, 100% apelin; activation, % at 20 µM; 330,000 tested, 0.11% active;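 active = activation more than six SD over the plate average, tested at 20 µM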;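 note: 0% = DMSO alone and 100% = apelin-13 at 10 nM; some results filed as inactive read as strong as hits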
Target sequence (P35414 whole entry, looked up): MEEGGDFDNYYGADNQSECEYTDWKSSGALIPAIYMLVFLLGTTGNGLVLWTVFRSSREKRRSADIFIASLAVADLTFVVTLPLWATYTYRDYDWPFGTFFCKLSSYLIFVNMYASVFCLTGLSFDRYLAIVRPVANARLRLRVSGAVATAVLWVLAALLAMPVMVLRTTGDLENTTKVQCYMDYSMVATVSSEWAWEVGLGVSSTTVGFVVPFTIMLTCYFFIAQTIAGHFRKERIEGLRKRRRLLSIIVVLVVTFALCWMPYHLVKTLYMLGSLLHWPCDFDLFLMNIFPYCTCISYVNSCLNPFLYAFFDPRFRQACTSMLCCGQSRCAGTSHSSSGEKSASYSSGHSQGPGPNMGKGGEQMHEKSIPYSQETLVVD
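system = engineered CHO-K1 APJ arrestin reporter cells | input = 1000 cells per well | timing = overnight seeding, 90 min compound at 25 °C, 1 h detection | measured by = enzyme-fragment complementation luminescence | read-out = beta-arrestin recruitment to APJ as agonist activity, luminescent signal | control set = negative DMSO alone, positive Apelin-13 at 10 nM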
tim10-1 inh – tim10-1 yeast growth inhibition; 330,000 tested, 2.2% active; S. cerevisiae tim10-1 ts strain growth, BacTiter-Glo, 24 h; inhibition, % at 20 µM; AID 463190;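 active = inhibition of at least 40%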;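 note: mutant grown at 25 °C; 0% = DMSO wells with yeast and 100% = wells holding no yeast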
tim23-1 inh – inhibits growth of tim23-1 mutant yeast | S. cerevisiae tim23-1 growth, BacTiter-Glo luminescence, 24 h | inhibition, % at 20 µM | 330,000 tested, 1.3% active | AID 463212;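 active = growth inhibition of the mutant yeast at or above 50%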;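 note: temperature-sensitive mutant grown at 25 °C; plate controls were DMSO-treated mutant yeast for no effect and medium wells lacking yeast for full effect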
CXCR6 block – blocks human CXCR6 beta-arrestin recruitment; O00574; CHO-K1 PathHunter CXCR6 beta-arrestin, luminescence; inhibition, % at 20 µM; 360,000 tested, 0.36% active; AID 602244; in the data active = inhibition above about 34%, passing the limit was not always enough;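 note: antagonist mode with CXCL16 agonist at 10 nM final; 0% = 10 nM CXCL16 with DMSO and 100% = unstimulated wells without agonist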
Target sequence (O00574 whole entry, looked up): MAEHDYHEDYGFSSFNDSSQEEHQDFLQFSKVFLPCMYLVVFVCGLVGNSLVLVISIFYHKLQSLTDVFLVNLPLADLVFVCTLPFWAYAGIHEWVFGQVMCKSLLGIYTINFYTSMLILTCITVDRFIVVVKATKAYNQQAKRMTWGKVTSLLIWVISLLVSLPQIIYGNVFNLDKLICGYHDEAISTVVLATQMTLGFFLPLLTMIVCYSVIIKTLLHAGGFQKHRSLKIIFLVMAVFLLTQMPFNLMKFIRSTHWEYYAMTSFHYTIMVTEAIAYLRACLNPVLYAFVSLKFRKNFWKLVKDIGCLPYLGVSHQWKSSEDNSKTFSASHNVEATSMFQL
APJ antagonist – APJ receptor antagonism; CHO-K1 APJ beta-arrestin complementation, luminescence; inhibition, % at 20 µM; 330,000 tested, 0.32% active; AID 2521;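 active = inhibition above about 40% at 20 µM, limit read from the data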;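 note: cells challenged with 10 nM apelin-13 agonist together with compound; plate controls were apelin-13 plus DMSO wells for no effect and DMSO wells lacking apelin-13 for full effect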
UPR XBP1 act – adaptive UPR (XBP1) activation; CHO-XBP1 luciferase reporter, IRE1-XBP1 UPR activation, luminescence; percent of tunicamycin response, DMSO as zero; activation, % at 20 µM; 330,000 tested, 0.33% active; AID 463104;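 active = versus positive control, 20 µM dose yields 30% or more activation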;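 note: 100% = tunicamycin at 10 µg/mL and 0% = DMSO only wells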
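Material: CHO-XBP1 cells stably carrying IRE1-XBP1-driven luciferase reporter | Medium: F12 with 10% serum | Compound dosing: 20 µM single concentration, DMSO 1% | Incubation: Overnight seeding at 37 °C, 6 h compound treatment at 37 °C | Detection: Steady-Glo luminescence read | Read-out basis: % activation of reporter signal versus tunicamycin and DMSO controls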
* = called active by the depositor. This is a subset; rates above refer to the full screens.

SMILES | CHOP UPR activ | TIM10 inh | Mdm2-MdmX inh | APJ agonist | tim10-1 inh | tim23-1 inh | CXCR6 block | APJ antagonist | UPR XBP1 act
O=C(Nc1ccc2c(c1)CCC2)C1CCCN(c2ncccn2)C1 (configuration not stated) | 4.2 | 4 | -67 | -5 | 15 | -6 | -13 | 6 | 3
COc1ccc(CNc2ccc(C(=O)O)cc2)cc1 | 1.6 | 0 | 19 | -1 | 12 | 14 | 8 | 7 | 2
Cc1ccccc1NC(=O)C1CCCN(S(=O)(=O)c2cccc3cccnc23)C1 (configuration not stated) | -0.3 | 0 | 0 | -1 | 15 | 21 | -2 | 10 | 2
COc1ccccc1CN1CCN(Cc2nc(-c3cccs3)no2)CC1 | 3.0 | 15 | -56 | -1 | -3 | 12 | 11 | 5 | -1
COc1ccc(OC)c(S(=O)(=O)N2CCC(C(=O)NCc3ccc4c(c3)OCO4)CC2)c1 | -1.3 | -3 | 2 | 0 | -12 | -3 | 5 | 1 | -6
FC(F)Oc1ccc(C2N=C(c3ccccc3)NO2)cc1 (configuration not stated) | 5.2 | 13 | -130 | 0 | 2 | 14 | -4 | 14 | 0
O=C(Cc1n[nH]c(=O)[nH]c1=O)N/N=C/c1ccccc1 | -1.2 | 5 | 8 | -3 | -7 | 14 | -8 | 11 | 0
N#Cc1c(N)n(C2CCCCC2)c2nc3ccccc3nc12 | -1.1 | 9 | 37 | -3 | 10 | 22 | -6 | 14 | 7
COc1ccc(C(CNC(=O)c2cc3ccccc3o2)N2CCCC2)cc1 (configuration not stated) | -1.9 | -9 | -15 | -4 | -5 | -7 | -5 | 2 | -2
COCCNc1oc(/C=C/c2ccccc2OC)nc1S(=O)(=O)c1ccccc1 | 0.1 | 14 | 9 | 0 | 14 | 24 | 6 | -18 | 14
O=C(O)CCCC(=O)Nc1ccc(C(=O)N2CCCCC2)cc1 | 0.4 | 13 | 20 | -6 | 11 | 7 | -4 | 5 | -1
Cc1ccc(S(=O)(=O)CCSc2cccc(C(=O)Nc3ccccc3C(=O)O)c2)cc1 | 1.7 | 2 | 22 | 0 | 22 | 14 | 2 | 13 | -1
COc1cccc(CNC(=O)c2ccc3c(c2)N(C)CCS3)c1OC | 0.1 | 10 | 12 | -4 | 2 | 8 | -3 | 5 | 2
CC1Sc2ccc(S(=O)(=O)CCC(=O)NC3CCCC(C)C3C)cc2NC1=O (configuration not stated) | -1.5 | 4 | -2 | 1 | 0 | -6 | -2 | 12 | -5
CC1(C)Cc2nc(N)c(=O)sc2C1 | -1.6 | -7 | 5 | -7 | -6 | -14 | 5 | 12 | -2
Cc1ccc(NS(=O)(=O)c2cn(C)c(=O)n(C)c2=O)cc1C | 0.7 | -3 | -26 | -2 | 4 | 15 | 8 | 3 | 0
O=C(CC1C(=O)NCCN1C(=O)c1ccc(F)cc1)OCc1ccccc1 (configuration not stated) | 2.2 | -7 | 20 | -4 | 12 | -10 | -5 | -2 | -3
COc1cc(C(=O)NCC(=O)Nc2c(C)cccc2C)ccc1OCc1ccccc1 | 1.7 | 2 | 11 | -2 | -2 | -2 | -2 | 8 | -2
Nc1ncc(-c2cc3ccccc3oc2=O)s1 | 1.5 | 12 | -139 | 4 | -16 | 18 | -7 | 11 | 0
COc1ccc(C(=O)Nc2ccnn2C2CCN(Cc3cn(C)nc3C)CC2)cc1 | -1.0 | -1 | 24 | -3 | -24 | -12 | -6 | -37 | -4
CCOc1ccc(S(=O)(=O)N2CCN(C(=O)c3cc(C4CC4)nn3-c3ccccc3)CC2)cc1 | 0.6 | 4 | 46 | -4 | 19 | 11 | 13 | -4 | -2
O=S(=O)(Cc1cccc(F)c1)c1c[nH]c2ccccc12 | 0.8 | 11 | -10 | 0 | 17 | 22 | 4 | 22 | 1
CCCCCCCCCCCCCCCC[n+]1cccc2ccccc21 | 36 | 89* | 96* | -2 | 98* | 96* | 7 | 3 | 23
Cc1cc(C(=O)NCc2ccc3c(c2)OCO3)c(C)o1 | 1.8 | 5 | -17 | -6 | -10 | 18 | 2 | -9 | 0
CCOc1ccc(NC(=O)N2CCC(NC(=O)C(Cc3ccc(OC)c(OC)c3)NC(C)=O)CC2)cc1 (configuration not stated) | -0.3 | -5 | 11 | 5 | 7 | 28 | 2 | 13 | -2
Clc1ccc(-n2nnc(-c3nccs3)n2)cc1Cl | 1.7 | 15 | -130 | -3 | 7 | 4 | -4 | 6 | 3
Cc1cc(C(=O)CSc2n[nH]c(N)n2)c(C)n1-c1ccc2c(c1)OCO2 | 1.1 | 7 | -14 | -1 | 1 | 0 | 0 | 1 | 1
O=C1CN(C(=O)/C=C/c2ccccc2F)c2ccccc2N1 | 3.6 | 1 | -2 | -2 | 18 | 28 | 3 | 0 | 4
CCCn1c(N)c(C(c2ccc(OC)cc2)N2CCN(c3ccccc3)CC2)c(=O)[nH]c1=O (configuration not stated) | 1.7 | 6 | 20 | -4 | 1 | 0 | -6 | 8 | 3
O=C(NC(Cc1c[nH]c2ccccc12)C(=O)O)c1ccc(F)cc1 (configuration not stated) | -1.5 | -10 | 7 | 0 | -7 | 16 | -4 | 6 | 3
CN(C(=O)c1ccc(Cl)cc1)C1CCS(=O)(=O)C1 (configuration not stated) | 1.7 | 6 | 13 | -1 | -10 | -4 | 4 | 1 | 0
CC1(C)Cc2ccccc2C(NNC(=O)c2ccc(Br)o2)=N1 | 1.8 | 2 | -20 | 0 | 12 | 13 | 7 | 6 | -7
CS(=O)(=O)N(CC(=O)Nc1cccc(F)c1)c1cccc([N+](=O)[O-])c1 | -0.1 | 7 | 2 | -1 | 14 | 1 | 3 | -2 | -2
CCOC(=O)c1cnc(-n2[nH]c(C)cc2=O)[nH]c1=O | -2.3 | -5 | 6 | 0 | -10 | 0 | 3 | 31 | -1
O=C(NNC(=S)NC1CCCCC1)c1ccccc1Br | 2.9 | 12 | 1 | -6 | 25 | 14 | 17 | 23 | -2
COc1ccc(/C=C/CN2CCCC(CO)(Cc3cccc(Cl)c3)C2)cc1 (configuration not stated) | 1.2 | 0 | 10 | -4 | -1 | -33 | -4 | -19 | -5
COc1cccc(SCc2noc(C(=O)NCC3CCCO3)c2C(=O)O)c1 (configuration not stated) | 0.3 | -1 | -10 | -2 | -11 | -4 | -2 | 6 | -4
CCc1ccc(N2CC(C(=O)NC3CC3)CC2=O)cc1 (configuration not stated) | -3.8 | 2 | -23 | 7 | -11 | 7 | -3 | -1 | -4
O=C(CNS(=O)(=O)c1ccc(Br)s1)N1CCN(c2ccc(F)cc2)CC1 | -1.7 | 4 | 9 | 1 | 4 | 19 | 2 | -17 | -5
Cc1ccc(OCC(O)Cn2c(=N)n(CCN3CCCCC3)c3ccccc32)cc1 (configuration not stated) | -1.5 | -22 | 69* | 0 | -5 | 10 | -5 | -19 | -1
CC(Oc1ccc(Br)cc1Cl)C(=O)Nc1ccncc1 (configuration not stated) | -0.5 | -21 | 31 | -1 | 10 | -36 | -8 | 5 | -5
COc1ccc(C(=O)Nc2c(-c3ccccc3)nc3ccccn23)c(OC)c1 | -0.3 | 13 | -3 | -3 | 25 | 29 | 6 | 17 | -1
CC[C@]12c3[nH]c4ccccc4c3CCN1C(=O)C(CC(=O)NCCN1CCOCC1)C[C@@H]2C(=O)N1CCN(C(=O)c2ccco2)CC1 (some centres not stated) | 1.1 | 6 | -9 | -4 | 3 | 3 | -1 | -2 | -1
CCc1ccc(N2CC(C(=O)Nc3ccc4c(c3)OCO4)CC2=O)cc1 (configuration not stated) | 1.2 | 12 | -4 | -4 | 10 | 11 | 2 | 5 | -1
O=C(CSc1nc2[nH]ncc2c(=O)[nH]1)Nc1ccc(F)cc1 | 1.1 | -5 | 22 | 8 | 0 | 7 | -4 | 10 | 0
Cc1onc(-c2ccccc2)c1C(=O)Nc1ccc2c(c1)OCO2 | 2.6 | 21 | 24 | -2 | 20 | 25 | 2 | 17 | 0
CCC(=O)c1ccc(OCC(=O)Nc2ccc(N3CCCCC3)cc2)cc1 | -0.3 | -11 | -20 | -1 | -8 | -8 | -2 | 10 | 2
COc1ccc(F)cc1S(=O)(=O)N1CCN(C(=O)c2ccco2)CC1 | 2.2 | -7 | -7 | 1 | -4 | 7 | -2 | 12 | -3
COC(=O)c1sccc1NN1C(=O)c2ccccc2C1=O | -0.4 | -2 | -5 | -3 | 0 | 14 | 4 | 0 | 1
Cc1ccc(C(CNC(=O)C(=O)Nc2ccc3c(c2)OCCO3)N2CCN(C)CC2)cc1 (configuration not stated) | 0.1 | 12 | 17 | -5 | 5 | 17 | 5 | 4 | -1

The list continues:
SMILES | CHOP UPR activ | TIM10 inh | Mdm2-MdmX inh | APJ agonist | tim10-1 inh | tim23-1 inh | CXCR6 block | APJ antagonist | UPR XBP1 act
CC1(C)C=Cc2c(c3c(c4c(=O)c(-c5ccc(O)cc5)coc24)OC(C)(C)CC3)O1 | 87* | 27 | 75* | 0 | 40 | 49 | -2 | -17 | 54*
Cc1ccc(OCCCC(=O)Nc2ccc(Cl)c(S(=O)(=O)N3CCOCC3)c2)cc1 | -1.1 | 10 | 18 | -2 | 29 | 34 | -6 | -66 | -1
CCc1cccc(CC)c1NC(=O)COn1nnc2ccc(C(F)(F)F)cc21 | -1.6 | 3 | 11 | 0 | 7 | 15 | -5 | 8 | -4
COc1cccc(NC(=O)C2CC(=O)OC23CCOC(C)(C)C3)c1 (configuration not stated) | -0.9 | 0 | 18 | -3 | 3 | 3 | 2 | 4 | 6
CCc1ccc(NC(=O)Nc2ccc3c(c2)CCC3)cc1 | 4.7 | 4 | -10 | 2 | -13 | 7 | -7 | 6 | 0
CCCCc1ccc(-c2csc(/C(C#N)=C\c3ccc(C)o3)n2)cc1 | 0.4 | -1 | -21 | -5 | 5 | 14 | -1 | -5 | -2
COc1ccc(-c2cc(O)cc(O)c2)cc1 | 0.8 | 11 | -151 | -2 | 10 | 26 | -1 | -22 | 1

Single records, from the list above. Values in the order: CHOP UPR activ, TIM10 inh, Mdm2-MdmX inh, APJ agonist, tim10-1 inh, tim23-1 inh, CXCR6 block, APJ antagonist, UPR XBP1 act
`CCc1cccc(CC)c1NC(=O)COn1nnc2ccc(C(F)(F)F)cc21` across the screens: -1.6, 3, 11, 0, 7, 15, -5, 8, -4
`CCc1ccc(NC(=O)Nc2ccc3c(c2)CCC3)cc1` across the screens: 4.7, 4, -10, 2, -13, 7, -7, 6, 0
`CCCCc1ccc(-c2csc(/C(C#N)=C\c3ccc(C)o3)n2)cc1` across the screens: 0.4, -1, -21, -5, 5, 14, -1, -5, -2
`COc1ccc(-c2cc(O)cc(O)c2)cc1` across the screens: 0.8, 11, -151, -2, 10, 26, -1, -22, 1
`CC1(C)C=Cc2c(c3c(c4c(=O)c(-c5ccc(O)cc5)coc24)OC(C)(C)CC3)O1` across the screens: 87*, 27, 75*, 0, 40, 49, -2, -17, 54*
